RmlCD inh mix: RmlC and RmlD coupled enzyme inhibitors, primary screen, biochemical, 384-well, compound mixtures, retest. RmlC/RmlD coupled enzyme inhibition, 384-well mixture HTS. inhibition, % at 5.5 µM. 110,000 compounds, 0.39% hits; in the data active = inhibition above about 30%, passing the limit was not always enough; also: strong numbers were not always called active
RT RNaseH block: HIV-1 RT RNase H inhibitors, primary screen, biochemical, fluorescence. 65,000 compounds, 1.9% hits. RT-RNase H RNA/DNA duplex cleavage. inhibition, % at 10 µM; in the data active = inhibition above about 50%
The depositor's hits bear a star; x = not tested or not shown.

SMILES	RmlCD inh mix	RT RNaseH block
COC(=O)C1=C(C)N(CC(C)C)C(=O)/C1=C\c1cccs1	6	x
Cc1ccc(Cn2c(NS(=O)(=O)c3ccccc3)nc3ccccc32)cc1	-5	x
COCC(=O)Nc1cc(C(=O)Nc2ccccc2C)ccc1Cl	-16	x
CCC1=C(OC(=O)N(CC)CC)N2C(=O)OC(=NCC3CC3)[C@]2(C)[C@H]2C1=CC[C@H]1C(=O)N(C)C(=O)[C@H]12	-11	x
CSc1nc(N(C)NC(=O)c2cccc(C)c2)c2ccccc2n1	18	x
CCN=C(N/N=C/c1ccc([N+](=O)[O-])cc1)SC	-12	x
Cc1ncc(N=Nc2ccc(F)cc2)c(-c2ccc(Cl)cc2)n1	-13	x
O=C(O)C1C(c2ccccc2)C(C(=O)Oc2ccc(O)cc2)C1c1ccccc1 (stereo unspecified)	-9	-3
O=c1cc(Nc2ccc3c(c2)OCCO3)[nH]c(=O)n1C1CCCCC1	8	-11
Cc1ccc(C2(C)NC(=O)N(CC(=O)NCCC3=CCCCC3)C2=O)cc1 (stereo unspecified)	-29	x
CC(=O)Nc1cccc(-c2nnc(SCc3ccccc3C#N)n2C)c1	4	9
CCC(Sc1ccccn1)C(=O)Nc1nnc(C)s1 (stereo unspecified)	15	-15

The closing six compounds of the part before lead into the next:
SMILES	RmlCD inh mix	RT RNaseH block
Cc1ncc(N=Nc2ccc(F)cc2)c(-c2ccc(Cl)cc2)n1	-13	x
O=C(O)C1C(c2ccccc2)C(C(=O)Oc2ccc(O)cc2)C1c1ccccc1 (stereo unspecified)	-9	-3
O=c1cc(Nc2ccc3c(c2)OCCO3)[nH]c(=O)n1C1CCCCC1	8	-11
Cc1ccc(C2(C)NC(=O)N(CC(=O)NCCC3=CCCCC3)C2=O)cc1 (stereo unspecified)	-29	x
CC(=O)Nc1cccc(-c2nnc(SCc3ccccc3C#N)n2C)c1	4	9
CCC(Sc1ccccn1)C(=O)Nc1nnc(C)s1 (stereo unspecified)	15	-15
Cc1nn(Cc2c(F)c(F)c(F)c(F)c2F)c(C)c1NC(=O)c1c(-c2ccccc2)nn(-c2ccccc2)c1C	15	x
CC1(C)Cc2c(C#N)c(SCCOc3ccccc3)nc(N3CCOCC3)c2CO1	5	-5
Cc1cccc(C)c1NC(=O)COc1cccc(/C=N/NC(=O)C(=O)NCc2ccccc2)c1	-7	x
c1ccc(-n2nnnc2SCCCSc2nc3ccccc3s2)cc1	-14	-72
CCCSc1nc2c(cnn2-c2ccc(C)c(C)c2)c(=O)[nH]1	7	8
CN(c1ccc(C(=O)Nc2ccccc2C(=O)N2CCCC2)cc1)S(C)(=O)=O	-15	0
COc1ccccc1C(=O)NCC(=O)Nc1ccccc1	5	-7
CCOC(=O)N1CCN(CC(O)COc2ccccc2C(C)C)CC1 (stereo unspecified)	5	-11
CCCC12CN3CC(C)(CN(C1)C31C(=O)Nc3ccc(C)cc31)C2=O (stereo unspecified)	6	-10
O=C(C1CCN(S(=O)(=O)N2CCC3(CC2)OCCO3)CC1)N1CCc2ccccc2C1	x	-4
Cc1cc(C)n(Cc2n[nH]c(=S)n2Cc2ccccc2)n1	-42	x
CCCCCC(/C=N/Nc1ccc(S(=O)(=O)N2CCOCC2)cc1[N+](=O)[O-])=C\c1ccccc1	1	x
Cc1nnc(SCCN2C(=O)c3ccccc3C2=O)nc1C	4	x
O=C(Nc1ccc2c(c1)OCCO2)c1cncc(Br)c1	-16	-6
COc1cccc(C2=NOC(C(=O)NCc3ccco3)C2)c1 (stereo unspecified)	x	1
CCOC(=O)c1[nH]c2ccc(OC)cc2c1NC(=O)N1CCOCC1	22	0
CCN(CC)S(=O)(=O)c1ccc(C)c(C)c1	3	x
COC(=O)c1cc(=O)nc2sccn12	-63	-13
O=C(c1cc2ccccc2oc1=O)N1CCCC1	-7	-9
C/C=C\C(=O)Nc1cccc(C2=NOC3(C2)C[C@@H](C(N)=O)N(C(=O)COc2ccc(Cl)cc2)C3)c1 (stereo partly specified)	-28	x
COc1ccc2c(c1)[nH]c1c(=O)n(CCCN3CCOCC3)cnc12	-12	x
Cc1ccc(NC(=O)c2cc(N3C(=O)C4CC=CCC4C3=O)ccc2N2CCOCC2)cc1Cl (stereo unspecified)	-1	x
CCOC(=O)C(=O)Nc1ccc(F)cc1	0	x
CCOC(=O)c1c(-c2ccccc2)nnn1-c1nc(OCC)nc(N2CCCCC2)n1	30	12
O=C(COc1ccc(F)cc1)NCC1CCCO1 (stereo unspecified)	8	-4
Cc1ccccc1S(=O)(=O)Cc1ccc(C(=O)N2CCN(c3cccc(C)c3C)CC2)o1	x	-30
O=C(CSc1ncn[nH]1)N(C1CCCCC1)C1CCCCC1	-7	x
COc1ccc(CCNC2=NCCS2)cc1	x	0
COC(=O)CCC(=O)OC1(C)C(=O)C=C2C=C(C3CC3)N(C(CO)CO)C=C2C1=O (stereo unspecified)	25	x
CCOc1ccc(C(=O)CN2CCN(S(=O)(=O)c3ccc(F)cc3)CC2)cc1	x	-17
CCCCn1c(NCc2ccccc2O)nc2ccccc21	12	-19
CCc1c(C)nc(N)nc1N1N=C1SCC(N)=O	1	x
CC(OC(=O)c1cc2sccc2n1C)C(=O)NCCc1ccccc1 (stereo unspecified)	7	-13
O=C(O)c1ccc(S(=O)(=O)Nc2ccc(F)c(Cl)c2)cc1	4	3
Cc1ccc(C(=O)Nn2cnnc2)cc1[N+](=O)[O-]	-4	x
O=C(O)c1nn(-c2ccc(Cl)cc2)ccc1=O	3	4

3 structures out of the list, sorted by SMILES length, high to low:
SMILES	RmlCD inh mix	RT RNaseH block
O=C(CSc1ncn[nH]1)N(C1CCCCC1)C1CCCCC1	-7	x
CCCCn1c(NCc2ccccc2O)nc2ccccc21	12	-19
COc1ccc(CCNC2=NCCS2)cc1	x	0

Next part
SMILES	RmlCD inh mix	RT RNaseH block
CCOC(=O)c1cnn(-c2nc(-c3ccc(F)cc3)cs2)c1C(F)(F)F	-13	x
Cc1cccc(NC(=S)NCc2cccn2C)c1	-12	x
Cn1c(C(=O)N2CCC(C(=O)N3CCOCC3)CC2)cc2sccc21	15	-15
O=C(CSc1nnnn1-c1ccc(O)cc1)Nc1ccc(N2CCOCC2)c(Cl)c1	6	x
O=C(NCc1ccccc1)C1=C[C@@H](c2ccc(Br)cc2)C[C@@H](OCCCCO)O1	-10	x
CC(=O)c1cccc(NC(=O)CN(c2ccccc2)S(C)(=O)=O)c1	10	0
Nc1cc(-c2ccc(Cl)cc2)nn1S(=O)(=O)c1ccccc1	-17	x
CCCn1nnnc1-c1cccc(Cl)c1	-10	x
Cc1nc2ccc(C(=O)N3CCN(c4ccccc4)CC3)cc2s1	6	x
CC(C)N1CC=C2C(C#N)=C(N)C(C#N)(C#N)[C@H](c3ccoc3)[C@H]2C1	19	x
CCN1C(=O)/C(=C/c2ccc(C)s2)NC1=S	-11	x
CCC1CCCCN1CCCNC(=O)c1cn(CC(C)C)c(=O)c2cc(OC)c(OC)cc12 (stereo unspecified)	12	x
O=C1C(Cl)=C(NCCc2ccccc2)C(=O)N1CCc1ccccc1	-6	x
CC1Cc2ccccc2N1C(=O)CSc1nnc(-c2ccc(S(=O)(=O)N3CCCCC3)cc2)o1 (stereo unspecified)	x	-1
COc1ccc2c(c1)O[C@H]1c3ccc(O)cc3OC[C@@H]21	6	x
COc1ccc(C2c3c(oc4ccccc4c3=O)C(=O)N2c2ccc(C)cn2)cc1OC (stereo unspecified)	5	-10
COC(=O)c1cccc(C23CC4(C2)[C@H](CN(Cc2cccnc2)[C@@H]4c2ccccc2)C3c2ccc(C(F)(F)F)cc2)c1 (stereo partly specified)	3	x
CC1CCCN(C(=O)COC(=O)c2ccc[nH]c2=O)C1 (stereo unspecified)	6	x
COC(=O)CN1CCN(C(c2ccccc2)c2ccccc2)CC1	4	-2
Cc1cccc(N(CC(=O)NC2CCCC2)C(=O)CS(=O)CC(=O)Nc2ccc3c(c2)OCO3)c1 (stereo unspecified)	-12	3
CN1CCN(c2cc(-c3ccccc3)nc3cc(-c4ccc(F)cc4)nn23)CC1	-56	x
Cc1cc(C)n(-c2nc3c(c(=O)[nH]c(=O)n3C)n2Cc2ccccc2)n1	31	-15
O=C(CC(=O)c1ccccc1)Nc1ccc2c(c1)OCCO2	-11	-10
CC(C)OC(=O)c1c(NC(=O)c2cnn3c2NC(c2ccccc2)CC3C(F)(F)F)sc2c1CCCC2 (stereo unspecified)	-101	x
Cn1c(=O)[nH]c(=O)c2c1nc(N1CCN(c3cccc(Cl)c3)CC1)n2CCCc1ccccc1	3	56*
COC(=O)CSc1nnc(-c2ccco2)n1Cc1ccco1	5	2
O=C(CSc1nnc(-c2ccncc2)n1Cc1ccco1)N1c2ccccc2Sc2ccc(Cl)cc21	5	x
COc1ccccc1N1CCN(C(=O)c2ccncc2)CC1	-12	-10
O=C(Nc1cccc(-c2nc3ccccc3[nH]2)c1)c1ccco1	-2	1
Clc1ccc2c(NNc3ccccc3Cl)ccnc2c1	1	x
CCOC(=O)c1ccc(CC2S/C(=C(\C#N)C(C)=O)NC2=O)cc1 (stereo unspecified)	14	13
Cc1cc(C)n(-c2cc(Oc3ccccc3)ncn2)n1	-1	x
Cc1ccc(C)c(N2CCN(C(=O)C3CCN(c4nc(C)cc(C)n4)CC3)CC2)c1	9	5
CC(=O)c1cccc(NC(=O)C2CC(=O)N(Cc3ccccc3)C2)c1 (stereo unspecified)	5	x
NCCc1c[nH]c2ccccc12	4	x
CCN(CCNC(=O)CC1Oc2ccccc2NC1=O)c1ccccc1 (stereo unspecified)	7	-8

Entries shown so far containing a cyano group, in the order listed:
SMILES	RmlCD inh mix	RT RNaseH block
CC(=O)Nc1cccc(-c2nnc(SCc3ccccc3C#N)n2C)c1	4	9
CC1(C)Cc2c(C#N)c(SCCOc3ccccc3)nc(N3CCOCC3)c2CO1	5	-5
CC(C)N1CC=C2C(C#N)=C(N)C(C#N)(C#N)[C@H](c3ccoc3)[C@H]2C1	19	x
CCOC(=O)c1ccc(CC2S/C(=C(\C#N)C(C)=O)NC2=O)cc1 (stereo unspecified)	14	13

Going on with the list.
SMILES	RmlCD inh mix	RT RNaseH block
CCn1c(SCC(=O)N2CCCCC2)nc(O)cc1=O	-12	x
Cc1occc1C(=O)NN=C1C2CC3CC(C2)CC1C3	-6	x
C=CCN(C#N)c1nc(OC)nc(N2CCCC2)n1	-7	x
CCNC(=S)N(Cc1ccc2c(c1)OCO2)C1CC(=O)N(c2ccc(OC)cc2)C1=O (stereo unspecified)	16	x
O=C(N1CCOCC1)C1(c2ccccc2)CCCCC1	-7	-14
COc1ccc(CCNC(=O)Cn2cnc3c(nnn3Cc3ccccc3F)c2=O)cc1OC	-10	7
COc1ccc(C(C)C)cc1S(=O)(=O)n1cnc(C)c1	-16	x
Cc1nn(-c2ccccc2)c(N)c1C(O)(CSc1nccn1C)C(F)(F)F (stereo unspecified)	11	x
CCn1cc(Br)c(C(=O)NCc2ccco2)n1	-2	-14
N#CCCSCc1ccc(OCC(=O)O)cc1	-9	-4
O=C(Nc1ccc2oc(=O)ccc2c1)c1ccco1	-11	-5
c1ccc(Nc2nn[nH]n2)cc1	-4	-5
CC(=O)Nc1ccc(-c2cc3ccccc3o2)cc1	44	11
Cc1cc(C)nc(/N=C2/NC(=O)CS2)n1	-13	17
Cc1cc(C(=O)Nc2nc3c(s2)CCCC3)cs1	7	4
CC(C)CCn1c(CN2CCN(Cc3ccccc3)CC2)nc2c1c(=O)[nH]c(=O)n2C	-11	13
CNC(=O)c1csc(-c2ccncc2)n1	11	x
C/C(=N\O)C(=O)NCCCn1ccnc1	x	-10
COC(=O)CN(C(=S)Nc1ccc(F)cc1)C1CC(=O)N(c2ccc(OC)cc2)C1=O (stereo unspecified)	7	x
CC1(C(=O)NCc2ccccn2)C=CCN1C(=O)c1ccccc1 (stereo unspecified)	-36	x
CCC1(N(C(C)=O)c2ccc(OC)cc2)C(=O)c2ccccc2C1=O	4	-2
CCOc1ccc(N2CC(C(=O)Nc3ccc(N4CCOCC4)cc3)CC2=O)cc1 (stereo unspecified)	4	x
CCOC(=O)c1nc(-c2ccccc2)oc1N(C)C	-3	-7
Cc1ccc(S(=O)(=O)N2CCN(C(=O)COc3ccc(NC(=O)c4ccco4)cc3)CC2)cc1	0	x
CCOC(=O)C1CCCCN1C(=O)CCc1c(C)nc2cc(-c3ccccc3)nn2c1C (stereo unspecified)	x	2
Cc1cc(OCCOCCN2CCCC2)ccc1C(C)C	6	-7
Cc1cc(C)nc(SCc2cccc(C(=O)O)c2)n1	1	-7
Cn1c(SCC(=O)NCCN2C(=O)CSC2=O)nc2ccccc2c1=O	9	-26
Cc1ccc(CN(Cc2cc3cc4c(cc3[nH]c2=O)OCCO4)Cc2nnnn2Cc2ccco2)cc1	0	x
Cc1nc2ccccn2c1/C(O)=C1\C(=O)C(=O)N(CCCN(C)C)C1c1ccc(Cl)cc1 (stereo unspecified)	x	-6
O=C(C(Cc1ccccc1)N1C(=O)C2C3C=CC(C3)C2C1=O)N1CCCCC1 (stereo unspecified)	6	x
Cc1cccc(NC(=O)NC(C)C(c2cccs2)N2CCOCC2)c1 (stereo unspecified)	10	x
Cc1cc(C)c2c(-n3cccc3)c(C(=O)NNS(=O)(=O)c3ccccc3)sc2n1	5	x
CCc1ccc(N/C(SCc2cccc(F)c2)=C(/C#N)C(=O)NCc2ccco2)cc1	14	-3
CCOC(=O)C1C(=O)CC(C)(O)C(C(=O)OCC)C1/C=C/c1ccccc1 (stereo unspecified)	-5	1
COc1ccc(-c2nnc3n2N=C(c2ccccc2)CS3)cc1OC	x	0
O=C(O)CSCc1cnn(-c2ccccc2)c1-n1cccc1	-1	22

Compound profiles (already shown):
Entry for CCOC(=O)C1C(=O)CC(C)(O)C(C(=O)OCC)C1/C=C/c1ccccc1 (stereo unspecified) → RmlCD inh mix = -5; RT RNaseH block = 1
Entry for Cc1cc(C)c2c(-n3cccc3)c(C(=O)NNS(=O)(=O)c3ccccc3)sc2n1 → RmlCD inh mix = 5; RT RNaseH block = x
Entry for Cc1cc(OCCOCCN2CCCC2)ccc1C(C)C → RmlCD inh mix = 6; RT RNaseH block = -7

Compound activity: PubChem, several laboratories

Some of the compounds tested (hit frequency here may not be typical).
